Source: PubChem BioAssay (several laboratories)
Wee1 stabilizer: inhibitors of human Wee1 degradation; HeLa Luc-Wee1K328M stability, luciferase luminescence; 100% = proteasome inhibitor MG132 effect; reporter increase, % at 5 µM; actives 1.2% (n = 220,000); AID 1321;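 active = activation above the mean of all tested compounds plus 3 SD, set per screening run, cut at about 8.8% in these data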;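 note: cells exposed to compound for 20 h before luminescence read; 0% = DMSO alone and 100% = MG132 at 30 µM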
KLK5 inh: inhibitors of human kallikrein 5; actives 0.59% (n = 210,000); inhibition, % at 5 µM; recombinant hK5, fluorogenic AMC substrate cleavage; AID 873;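 active = inhibition of 40% or more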;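 note: 0% = enzyme controls without compound and 100% = no-enzyme blanks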
Target sequence (Q9Y337 67-293 limits assumed): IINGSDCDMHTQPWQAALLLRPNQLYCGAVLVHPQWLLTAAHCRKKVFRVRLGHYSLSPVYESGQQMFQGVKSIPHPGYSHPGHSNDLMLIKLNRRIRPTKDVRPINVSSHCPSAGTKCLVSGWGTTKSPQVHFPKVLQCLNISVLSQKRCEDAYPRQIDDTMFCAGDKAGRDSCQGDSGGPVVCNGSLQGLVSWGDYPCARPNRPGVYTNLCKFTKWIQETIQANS
MDM2 E3 inh: Mdm2 E3 ligase (human) inhibition. cell-based MDM2 ubiquitination luciferase reporter, 2 h; 0 = plate control, 100 = twice control, blank-subtracted. actives 0.11% (n = 210,000). signal enhancement, % at 5 µM;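 active = signal enhancement of 30% or more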;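 note: luminescence tracks abundance of the self-degrading MDM2-luciferase fusion protein; higher signal means inhibition of MDM2 E3 ligase activity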
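Material: stable MDM2–luciferase fusion reporter cells / Quantity: 2000 cells/well / Dosing: single 5 µM compound dose, 0.2% final DMSO / Buffer or medium: DMEM / Schedule: 4 h cell settling then 2 h compound exposure, 37 °C / Detection: luminescence with SteadyLite reagent, 15 min at room temperature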
Rad51 HR inh: Rad51 (human) homologous recombination inhibition; Q06609; hRad51 DNA strand exchange, fluorescence dequenching; inhibition, % at 10 µM; actives 0.085% (n = 200,000); AID 1385;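 active = inhibition above 40% at the single screening dose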;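 note: 0% = DMSO control wells and 100% = blanks with heterologous ssDNA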
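Read-out basis: percent inhibition relative to plate controls and blanks / Assay system: human Rad51 nucleoprotein filaments preassembled on unlabelled ssDNA / Timing: filaments 15 min 37 °C, then compound 30 min / Control set: per-plate controls and blanks / Technique: fluorescence dequenching at 485/520 nm / Compound: 10 µM final, single point / Also added: Fluorescein- and BHQ1-tagged 47-mer duplex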
p97 ATPase inh: inhibitors of human p97 ATPase; actives 0.42% (n = 220,000); recombinant p97 ATPase, Kinase-Glo ATP luminescence, 3 h; inhibition, % at 8 µM; in the data active = inhibition above about 15%;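 note: 0% = DMSO vehicle and 100% = wells lacking enzyme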
Target sequence (P55072 whole entry, looked up): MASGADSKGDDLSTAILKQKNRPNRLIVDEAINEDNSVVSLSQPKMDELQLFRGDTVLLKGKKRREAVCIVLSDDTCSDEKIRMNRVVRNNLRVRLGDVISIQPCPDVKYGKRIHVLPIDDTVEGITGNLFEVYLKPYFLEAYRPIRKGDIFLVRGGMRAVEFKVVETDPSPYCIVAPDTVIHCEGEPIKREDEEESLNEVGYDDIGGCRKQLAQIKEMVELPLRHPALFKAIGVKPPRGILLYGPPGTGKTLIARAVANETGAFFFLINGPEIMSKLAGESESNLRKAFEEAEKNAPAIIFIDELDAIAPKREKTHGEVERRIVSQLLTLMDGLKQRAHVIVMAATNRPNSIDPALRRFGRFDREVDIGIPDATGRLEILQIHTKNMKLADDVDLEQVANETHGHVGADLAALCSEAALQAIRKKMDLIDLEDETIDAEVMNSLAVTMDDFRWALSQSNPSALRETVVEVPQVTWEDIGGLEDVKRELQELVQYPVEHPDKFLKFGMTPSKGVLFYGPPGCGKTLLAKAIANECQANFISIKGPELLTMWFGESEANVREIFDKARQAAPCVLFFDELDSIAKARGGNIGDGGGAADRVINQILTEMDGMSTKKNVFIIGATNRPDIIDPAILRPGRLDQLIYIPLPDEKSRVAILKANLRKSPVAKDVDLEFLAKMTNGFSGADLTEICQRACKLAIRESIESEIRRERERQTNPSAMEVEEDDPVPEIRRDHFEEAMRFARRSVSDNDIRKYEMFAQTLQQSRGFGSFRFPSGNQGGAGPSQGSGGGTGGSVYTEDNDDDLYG
eIF4E-4G inh: eIF4E/eIF4G interaction inhibition in translation initiation; AID 782; actives 0.37% (n = 220,000); TR-FRET eIF4E-eIF4GI(517-606) binding, 2 h; inhibition, % at 21.7 µM; P63073+Q04637;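 active = inhibition above about 30%, limit read from the data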;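 note: 0% = full FRET control wells and 100% = background wells lacking eIF4GI fragment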
FXIIa inh: factor XIIa (human) inhibition. actives 0.3% (n = 220,000). purified FXIIa, Boc-QGR-AMC fluorogenic substrate, 2 h. inhibition, % at 5 µM. P00748; in the data active = inhibition above about 40%;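 note: 0% = enzyme with no compound and 100% = blank without enzyme; many of its hits are not listed in these tables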
FXIa inh 1536: factor XIa (human) inhibition; AID 798; purified FXIa, Boc-Glu-Ala-Arg-AMC fluorogenic substrate; actives 0.14% (n = 220,000); inhibition, % at 5 µM;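 active = inhibition of at least 40%; inactive = inhibition below 40%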;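 note: fluorescence of freed AMC excited at 355 nm; 0% = enzyme without compound and 100% = no enzyme blank; many of its hits are not listed in these tables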
14-3-3 Bad inh: disrupts binding of bovine 14-3-3 zeta to phospho-Bad peptide; actives 0.71% (n = 220,000); AID 781; P63103; inhibition, % at 21.7 µM; TR-FRET 14-3-3zeta/Dy647-pBad peptide displacement, 1 h;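 active = inhibition above about 70%, limit read from the data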;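 note: 0% = full 14-3-3 plus peptide FRET controls and 100% = background without 14-3-3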
Numbers without * were called inactive; x = no result given; [ ] = another dose, or the depositor's remark.

Each structure is followed by: Wee1 stabilizer	KLK5 inh	MDM2 E3 inh	Rad51 HR inh	p97 ATPase inh	eIF4E-4G inh	FXIIa inh	FXIa inh 1536	14-3-3 Bad inh
> C=CCOc1ccc(C2c3c(oc4ccccc4c3=O)C(=O)N2CCCN2CCOCC2)cc1 (stereo not drawn)
→ -1	-4	-16	-4	3	5	-3	0	6
> Cc1cc(C)n(-c2ccc(C(=O)NCc3ccc(F)cc3)cc2)n1
→ 3	-1	0	5	2	2	5	1	-3
> COc1ccc(C(=O)Nc2ccc(S(=O)(=O)NC(C)(C)C)cc2)cc1[N+](=O)[O-]
→ 0	29	-10	12	2	-1	10	3	-3
> Cc1cc(C)n(-c2n[nH]c(=O)c3ccccc23)n1
→ -2	1	-106	-4	4	-3	6	3	5
> COc1cc(C(=O)OCC(=O)c2cc(C)n(C)c2C)cc(OC)c1OC
→ -4	-12	-11	0	-1	-2	-11	-5	0[fluorescence artefact?]
> O=C1NC(=O)/C(=C\c2ccc(N3CCOCC3)o2)N1
→ 3	-2	-22	-67	-1	-1	8	1	-18
> CCCc1nc2c([nH]1)c(=O)n(C)c(=O)n2C
→ 0	9	-15	-8	0	-1	2	3	-6
> Cn1cccc1/C=C(\C#N)C(N)=S
→ 0	-4	-4	-13	4	-13	13	-4	-4
> CCOC(=O)C1=C(CSc2nc3c(cc2C#N)CN(C)CC3)OC(N)=C(C#N)C1c1ccncc1 (stereo not drawn)
→ -2	-6	6	-17	7	-2[fluorescence artefact?]	15	6	1
> COC(=O)CNC(c1ccccc1)c1cc(Br)ccc1NC(C)=O (stereo not drawn)
→ -2	15	-15	-1	-4	0	1	-4	-9
> COc1cccc(OC)c1C(=O)Nc1ccc(CN2CCOCC2)cc1
→ 0	-5	-8	13	6	-16	18	6	-7
> CCC(C)[C@H](NC(=O)NC1CCCc2ccccc21)C(=O)O (stereo partly drawn)
→ -1	-1	-12	3	6	-6[fluorescence artefact?]	6	1	-11[fluorescence artefact?]
> O=C1Nc2ccc3sc4ccccc4c3c2C1=O
→ 1	6	x	0	5	6	9	0	58
> CC(C)CCNC(=O)C1C2C=CC3(CN(Cc4ccccc4Cl)C(=O)C13)O2 (stereo not drawn)
→ 0	-8	-16	-11	4	-6	-46	4	4
> N#Cc1cc2c([nH]c1=O)CCCC2
→ -3	0	x	9	7	-1	5	1	14
> Cc1ccc2nc(-c3ccc(SCC(=O)O)nc3)[nH]c2c1
→ 4	3	-4	-3	-1	7	11	2	14
> COC(=O)C1=C(Nc2ccc(C)cc2)C=C(C)C(C(=O)OC)C1c1ccc(OC)cc1 (stereo not drawn)
→ 1	-2	-14	2	-7	-2	7	15	-4
> COc1ccc(C(=O)NNC(=O)C(NC(=O)c2ccccc2NC(=O)c2ccco2)C(C)C)cc1 (stereo not drawn)
→ 2	25	-14	-2	-2	-5	25	16	53[fluorescence artefact?]
> CCN1C(=O)C(O)(CC(=O)C(C)(C)C)c2cc(Br)ccc21 (stereo not drawn)
→ 1	19	-23	-9	-4	0	17	3	6
> Cc1ccc(NN=C2c3ccccc3-c3ccccc32)cc1
→ 0	4	-17	1	6	0	10	5	3[fluorescence artefact?]

Compounds above containing an aryl thioether with sulfur outside any ring:
Each structure is followed by: Wee1 stabilizer	KLK5 inh	MDM2 E3 inh	Rad51 HR inh	p97 ATPase inh	eIF4E-4G inh	FXIIa inh	FXIa inh 1536	14-3-3 Bad inh
> CCOC(=O)C1=C(CSc2nc3c(cc2C#N)CN(C)CC3)OC(N)=C(C#N)C1c1ccncc1 (stereo not drawn)
→ -2	-6	6	-17	7	-2[fluorescence artefact?]	15	6	1
> Cc1ccc2nc(-c3ccc(SCC(=O)O)nc3)[nH]c2c1
→ 4	3	-4	-3	-1	7	11	2	14

Next entries:
Each structure is followed by: Wee1 stabilizer	KLK5 inh	MDM2 E3 inh	Rad51 HR inh	p97 ATPase inh	eIF4E-4G inh	FXIIa inh	FXIa inh 1536	14-3-3 Bad inh
> CCCCNC(=O)CN1C(=O)NC(CCc2ccccc2)C1=O (stereo not drawn)
→ 1	0	2	-3	-1	2	x	-4	-2
> COc1cccc(N=Nc2c(=O)[nH]n3c(=O)cc(C)[nH]c23)c1
→ 1	2	-11	6	-1	1[fluorescence artefact?]	4	-2	4[fluorescence artefact?]
> c1ccc(CSc2nnc([C@@H]3CCCN3)o2)cc1
→ 0	-13	-13	-2	5	2	8	3	19
> CC1=NN2C(=N)/C(=C\c3cc(C)n(-c4ccc(C)cc4)c3C)C(=O)N=C2S1
→ 0	-1	-2	x	-6	-6	2	-5	-1
> COc1ccc(C(C(O)C(=O)c2c[nH]c3ccccc23)N2CCN(c3ccccc3)CC2)cc1 (stereo not drawn)
→ 4	-2	-9	x	3	6	19	5	4
> COc1ccc(/C=N/Nc2ncnc3sc(C)c(C)c23)cc1
→ -4	1	-15	12	-3	3	2	-6	-2
> Cn1c(-c2ccc(Br)o2)nc2cc(Br)ccc21
→ 2	3	-33	-7	-1	-2[fluorescence artefact?]	8	1	-5
> Cc1[nH]c2ccc(F)cc2c1CCN1C(=O)OC(C)(C)C1(C)O (stereo not drawn)
→ 2	-5	x	-1	-5	-6	5	-4	0
> Cc1ccc(CNC(=O)c2ccc(Br)o2)cc1
→ -2	-13	-15	4	-1	-6	11	5	18
> CC(=O)Nc1ccc(S(=O)(=O)N2CCC(n3cnc4cc(F)ccc43)CC2)cc1
→ -1	-4	-17	3	6	6	7	0	12
> CCCN1CCN(CCCNC(=O)CN2C(=O)COc3ccccc32)CC1
→ 0	-11	-10	-2	3	-9	7	-6	-2
> CCc1ccc(S(=O)(=O)NCC(O)COc2ccc(OC)cc2)cc1 (stereo not drawn)
→ -2	0	-2	x	-2	-7	7	3	-1
> COc1ccc(Br)cc1CNc1ccc(S(N)(=O)=O)cc1
→ 3	-10	0	11	4	-2	4	10	-5
> CCS(=O)(=O)Nc1cccc(-c2nc3cccnc3s2)c1C
→ -1	-15	-22	-1	-1	-4	17	7	2
> CC(=O)c1ccc(S(=O)(=O)N2CCCC2)cc1
→ -1	-1	-9	5	2	-4	15	5	1
> CCC(C)Cn1c(C(C)O)nc2ccccc21 (stereo not drawn)
→ 2	-23	-9	-1	1	-3	5	8	23
> O=C(Nc1nc2ccccc2[nH]1)c1ccc(S(=O)(=O)N2CCOCC2)cc1
→ -2	23	-11	5	2	-4	10	3	-9
> Cc1ccc(-c2nn3c(-c4ccco4)nnc3c3ccccc23)cc1S(=O)(=O)NCC1CCCO1 (stereo not drawn)
→ -3	-19	-15	-9	9	-4	-1	0	1
> CCCn1nc(C(=O)NC2CCCc3ccccc32)c2ccccc2c1=O (stereo not drawn)
→ -1	-7	-12	-2	2	-3[fluorescence artefact?]	9	-2	0
> Cc1c(C(=O)N2CCCC2)nnn1-c1nonc1N
→ 1	2	-18	4	2	-2	12	10	-1

Part of the list above, set out differently.
| Wee1 stabilizer | KLK5 inh | MDM2 E3 inh | Rad51 HR inh | p97 ATPase inh | eIF4E-4G inh | FXIIa inh | FXIa inh 1536 | 14-3-3 Bad inh | compound |
| --- | --- | --- | --- | --- | --- | --- | --- | --- | --- |
| 2 | -23 | -9 | -1 | 1 | -3 | 5 | 8 | 23 | CCC(C)Cn1c(C(C)O)nc2ccccc21 (stereo not drawn) |
| 0 | -13 | -13 | -2 | 5 | 2 | 8 | 3 | 19 | c1ccc(CSc2nnc([C@@H]3CCCN3)o2)cc1 |

(list continues)
Each structure is followed by: Wee1 stabilizer	KLK5 inh	MDM2 E3 inh	Rad51 HR inh	p97 ATPase inh	eIF4E-4G inh	FXIIa inh	FXIa inh 1536	14-3-3 Bad inh
> COC(=O)c1c(NC(=O)CN2CCN(c3cccc(Cl)c3)CC2)sc(C)c1C
→ 8	-17	-9	-4	5	0	12	10	-9
> COc1ccc(CCN2C(=O)CC(Cc3cccc(C)c3)C2=O)cc1OC (stereo not drawn)
→ 4	9	0	-3	-6	0	12	4	8
> COc1ccccc1Nc1ncc(C(=O)N2CCN(Cc3ccc(OC)c(OC)c3OC)CC2)c2ccccc12
→ -2	-3	-9	-2	4	4	5	1	-7
> O=C(Nc1c2c(nn1-c1ccc(F)cc1)CS(=O)(=O)C2)C12CC3CC(CC(C3)C1)C2
→ 3	2	-12	x	4	-3	8	-3	-1
> COc1ccccc1OCC(=O)Nc1ccc(-c2nnc(-c3ccco3)o2)cc1
→ 0	6	6	-5	-1	7	4	-1	-3
> O=c1[nH]c(Cc2cccs2)nc2ccccc12
→ -2	4	8	-7	1	0	14	5	-1
> CCN(CC)C1=CC(=O)OC12CCCCC2
→ -1	0	-7	-3	-1	5[fluorescence artefact?]	8	7	21
> CC(C)C(=O)Nc1ccccc1Cc1ccccc1
→ -4	-18	0	-3	1	-1	5	9	-23
> O=C(Nc1cccc(N2CCCC2)c1)c1cccs1
→ -2	0	2	-3	0	-2	8	-8	4
> CN1Cc2c(N)cccc2C(c2ccccc2)C1 (stereo not drawn)
→ -3	-13	x	2	4	2	9	1	3
> COC(=O)c1cc(-c2ccccc2)n[nH]1
→ 4	1	7	8	1	-7	0	6	12
> COC(=O)CC1C(=O)NCCN1C(=O)CSc1nc2ccccc2s1 (stereo not drawn)
→ -1	0	0	-4	3	-3	x	-2	-7
> COc1cc(OC)cc(C(=O)Nc2cc(NC(=O)c3ccco3)ccc2OC)c1
→ -1	5	-16	-2	1	4	12	5	-1
> O=C(c1ccccc1)N1CCN(C2CCCCCC2)CC1
→ -2	3	-13	-2	-6	7[fluorescence artefact?]	-1	-4	72*
> CC(C)C(=O)OCC(=O)NCc1ccccc1Cl
→ -1	11	-6	3	6	-2	2	-1	-9
> CC(OC(=O)c1cc(S(=O)(=O)Nc2ccc(F)cc2)ccc1Cl)C(=O)Nc1ccc2c(c1)OCCO2 (stereo not drawn)
→ 4	-7	-9	6	8	-1	11	10	5
> CCOc1cc2[nH]c(=S)n(CCCC(=O)NCc3ccco3)c(=O)c2cc1OCC
→ -2	-8	-15	-5	0	4	-14	-17	-5[fluorescence artefact?]
> CCOc1ccc(NC(=S)N(Cc2ccc(Cl)cc2)Cc2ccco2)cc1
→ -1	-12	-20	1	2	-5	13	2	4
> CCCCC(=O)Nc1cc(NC(=O)CCCC)cc(C(=O)O)c1
→ 5	6	2	4	5	-9	1	-12	1
